Screening data from PubChem.
Akt phos inh: Akt phosphorylation inhibition; activity change, % for hits at 50 µM; Neuro2A IGF-stimulated pAkt S473 HTRF, 20 min; stronger effect = lower value; 360,000 tested, 0.32% active; in the data active = activity change below about -80%; inconclusive = mostly about -51% to -80%; also: % is scaled to controls: 0 for no effect and ±100 for the full control effect
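Neuro2A cells (4,500/well, DMEM with 0.5% FBS) were treated with compound at a single 50 µM final concentration, stimulated with 6 nM IGF for 20 min at 37 °C, and lysed. Phospho-Akt Ser473 was read by HTRF as 665/615 ratio ×10^4.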
TDP43 rescue: rescues yeast growth from TDP-43 toxicity; TDP-43 expressing yeast growth rescue, BacTiter-Glo, 24 h; Potency, µM (series often up to 46.1 µM), inactives show top-dose growth rescue (activation), most hits filed as activators; 410,000 tested, 1.8% active; AID 652104; also: potency is read from the fitted curve at half-maximal effect; % of control where 0% means no effect; nearly all actives have a fitted effect of over 50% in size
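Yeast cells expressing TDP-43 under galactose induction are exposed to compounds for 24 hr at 30 deg C. BacTiter-Glo luminescence measures growth, so protective compounds score as activators.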
PTHR1 ag: activates the human parathyroid hormone receptor PTHR1; HEK293 GP2 PTHR1 cells, GloSensor cAMP luminescence, 1 h; Potency, µM (doses to about 115 µM), for the others: at the highest dose activation, most hits filed as activators; 410,000 tested, 0.075% active; also: potency is read from the fitted curve at half-maximal effect; nearly all actives have a fitted effect of over 55% in size; some results filed as inactive show a strong effect at the top dose; inactives centre near -15; many of its hits are not listed in these tables
Target sequence (Q03431 whole entry, looked up): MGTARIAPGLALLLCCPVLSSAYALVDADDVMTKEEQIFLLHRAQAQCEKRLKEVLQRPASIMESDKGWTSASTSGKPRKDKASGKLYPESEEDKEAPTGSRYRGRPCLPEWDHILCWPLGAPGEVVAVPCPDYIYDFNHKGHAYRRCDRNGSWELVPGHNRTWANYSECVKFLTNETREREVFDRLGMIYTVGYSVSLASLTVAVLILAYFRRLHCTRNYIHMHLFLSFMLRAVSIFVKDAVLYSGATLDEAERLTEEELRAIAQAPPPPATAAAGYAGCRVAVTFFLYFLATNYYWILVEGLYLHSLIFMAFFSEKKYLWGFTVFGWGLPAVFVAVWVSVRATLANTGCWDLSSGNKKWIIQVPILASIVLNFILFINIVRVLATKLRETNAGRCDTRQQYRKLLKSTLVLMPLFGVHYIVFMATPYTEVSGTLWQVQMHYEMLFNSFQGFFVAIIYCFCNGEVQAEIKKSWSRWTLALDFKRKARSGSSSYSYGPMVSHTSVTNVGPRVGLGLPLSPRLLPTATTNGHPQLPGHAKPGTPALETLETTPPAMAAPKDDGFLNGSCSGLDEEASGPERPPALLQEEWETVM
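HEK-293-derived GP2 cells expressing PTHR1 and a GloSensor cAMP reporter, 3,000/well, plated overnight, given luciferin plus IBMX (each 0.5 mM as added) for 1 h at 37 °C, then compound for 1 h at 37 °C. Luminescence was read after 15 min at room temperature.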
GLP1R inv ag: acts as inverse agonist at human GLP-1 receptor; P43220; HEK293 GLP-1R CRE-luciferase, luminescence, 24 h; GLP-1R form is constitutively active; Potency, µM (doses to about 38.3 µM), inactives show at the highest dose activity change, negative = inhibition, most hits filed as inhibitors; 410,000 tested, 1.6% active; AID 624417; also: potency is read from the fitted curve at half-maximal effect; % is scaled to controls: 0 for no effect and ±100 for the full control effect; nearly all actives have a fitted effect of over 55% in size
Target sequence (P43220 whole entry, looked up): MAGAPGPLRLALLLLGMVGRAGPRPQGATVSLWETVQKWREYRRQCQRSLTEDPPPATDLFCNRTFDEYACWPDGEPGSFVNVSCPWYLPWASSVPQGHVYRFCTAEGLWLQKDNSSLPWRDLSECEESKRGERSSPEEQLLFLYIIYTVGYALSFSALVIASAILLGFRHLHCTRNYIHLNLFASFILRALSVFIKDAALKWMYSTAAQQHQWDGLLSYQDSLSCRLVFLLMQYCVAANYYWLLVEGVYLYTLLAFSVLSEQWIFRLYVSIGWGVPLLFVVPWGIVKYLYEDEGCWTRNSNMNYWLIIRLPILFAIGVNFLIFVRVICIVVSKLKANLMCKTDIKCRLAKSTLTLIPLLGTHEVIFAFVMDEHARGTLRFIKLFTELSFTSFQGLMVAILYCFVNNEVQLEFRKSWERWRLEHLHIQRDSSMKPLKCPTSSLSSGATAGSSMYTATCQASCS
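Luminescence readout: a drop in cAMP-driven luciferase signal flags inverse agonism at a constitutively active GLP-1R stably expressed in HEK293. Compound exposure lasted 24 hr at 37 deg C, 5% CO2.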
aSyn yeast inh: inhibitors of alpha-synuclein toxicity in yeast; 370,000 tested, 0.14% active; Yeast expressing alpha-synuclein, growth rescue, BacTiter-Glo, 24 h; Potency, µM (titrated, usually from 46.1 µM), without a hit: top-dose growth rescue (activation), hits mostly activators; also: potency is read from the fitted curve at half-maximal effect; % of control where 0% means no effect; nearly all actives have a fitted effect of over 65% in size
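Galactose-induced alpha-syn yeast (OD600=0.02, raffinose-pregrown) + pinned cpd, 24 hr, 30 deg C; growth by BacTiter-Glo luminescence. Growth restoration scores as activation.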
FUS yeast rescue: FUS proteinopathy suppression in yeast; S. cerevisiae FUS-expressing, growth rescue, OD600, 24 h; Potency, µM (top dose mostly 76.6 µM), inactives show at the highest dose growth rescue (activation), usual class: activators; 390,000 tested, 0.24% active;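 also: potency is read from the fitted curve at half-maximal effect; plate controls were DMSO vehicle for no effect and reference control for full effect; nearly all actives have a fitted effect of over 55% in size; some results filed as inactive show a strong effect at the top dose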
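Restored growth of FUS-toxic S. cerevisiae, read as 600 nm absorbance after 24 h at 30C in galactose medium (starting OD 0.005). Controls CP55940 and DMSO.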
Abeta yeast res: restores growth of yeast expressing A-beta42 peptide; AID 1347071; Potency, µM (series often up to 46.1 µM), inactives show at the top dose growth rescue, usual class: activators; yeast expressing A-beta42, growth rescue, OD600, 48 h; response scale: 0% DMSO, 100% iron-clioquinol control; 410,000 tested, 0.063% active; also: potency is read from the fitted curve at half-maximal effect; nearly all actives have a fitted effect of over 55% in size
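Growth rescue measured by 600 nm absorbance after 48 h yeast culture at 30 C with compound. Values normalized between DMSO and an equimolar ferric chloride plus clioquinol control.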
Mm-Cpn inhibitor: M. maripaludis TRiC chaperonin inhibition; purified Mm-Cpn ATPase, ADP Transcreener TR-FRET; Potency, µM (titrated, usually from 76.9 µM), for the others: at the highest dose activity, negative = inhibition, usual class: inhibitors; 330,000 tested, 0.031% active; AID 504842; also: potency is read from the fitted curve at half-maximal effect; % is scaled to controls: 0 for no effect and ±100 for the full control effect; nearly all actives have a fitted effect of over 80% in size
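ATP (10 uM final) was added to archaeal chaperonin (25 nM final) after 10 min exposure to test compound at 37°C; after 30 min further incubation, ADP was detected by competitive TR-FRET.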
GLP1R cytotox: cytotoxic in the GLP-1 receptor inverse agonist counter-screen. Potency, µM (top dose mostly 38.3 µM), without a hit: at the highest dose activity change, negative = inhibition, most hits filed as inhibitors. 410,000 tested, 0.13% active. AID 624418. HEK293 cAMP-luciferase reporter cells, luminescence, 24 h;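 also: loss of luciferase light is scored as toxicity; potency is read from the fitted curve at half-maximal effect; % is scaled to controls: 0 for no effect and ±100 for the full control effect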
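Step one: seed cells (200 cells/uL, DMEM with 10% Nu serum, 1% pen-strep). Step two: 12-hour incubation at 37 deg C. Step three: pin 23 nL compound, incubate 24 hr. Step four: add luciferase reagent, read luminescence 12 min later.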
Starred values were filed as active, the others as inactive; [ ] = dose if it differs, or a comment. Unless noted, calls follow the shape of the dose curve; as a rule, active = well fitted curve in the direction sought with a large enough effect; inconclusive = small, poorly fitted or top-dose-only effect, or another doubt; inactive = no such curve, though single readings can be large; an effect the other way counts as inactive or inconclusive. A portion of the library; count on the stated rates, not on these rows.

Screening CC(CNC(=O)CCS(=O)(=O)c1ccc2c(c1)NC(=O)CO2)c1ccccc1 (configuration not stated) returned Akt phos inh inactive, TDP43 rescue -8%, PTHR1 ag inactive, GLP1R inv ag 7%, aSyn yeast inh 1%, FUS yeast rescue -3%, Abeta yeast res -3%, Mm-Cpn inhibitor -2% and GLP1R cytotox 0%.
For COc1ccc(NC(=O)c2cc(-c3ccc(F)cc3OC)n[nH]2)cc1OC the results were Akt phos inh inactive, TDP43 rescue 21%, PTHR1 ag inactive, GLP1R inv ag -22%, aSyn yeast inh -3%, FUS yeast rescue -12%, Abeta yeast res -18% and GLP1R cytotox 0%.
For COc1c(Cl)ccc(Cl)c1C(=O)NC(=S)N1CCOCC1 the results were Akt phos inh inactive, TDP43 rescue -9%[1.82 µM], PTHR1 ag inactive, GLP1R inv ag 11%, aSyn yeast inh -4%, FUS yeast rescue 15%, Abeta yeast res 20%, Mm-Cpn inhibitor 0% and GLP1R cytotox -31%.
`CCN1c2ccccc2-c2nc(SCC(=O)Nc3cc(F)ccc3F)ncc2S1(=O)=O` gave TDP43 rescue 25%, PTHR1 ag inactive, GLP1R inv ag -8%, FUS yeast rescue -13%, Abeta yeast res -10% and GLP1R cytotox -2%.
Screening COc1cccc(CN(C)C(=O)c2cccc(S(=O)(=O)NCc3ccccc3)c2)c1OC returned Akt phos inh inactive, TDP43 rescue 0%, PTHR1 ag -30%, GLP1R inv ag -16%, aSyn yeast inh 1%, FUS yeast rescue 17%, Abeta yeast res 17%, Mm-Cpn inhibitor 2% and GLP1R cytotox -12%.
CC(C)CNC(=O)c1cc(-c2ccc(Cl)c(Cl)c2)on1 was read as Akt phos inh inactive, TDP43 rescue -6%, PTHR1 ag -6%[57.5 µM], GLP1R inv ag 0%, aSyn yeast inh -2%, FUS yeast rescue 4%, Abeta yeast res 16%, Mm-Cpn inhibitor -3% and GLP1R cytotox 4%.
CCCCC(=O)NC(=S)Nc1ccccc1C(=O)Nc1ccccc1 was read as Akt phos inh inactive, TDP43 rescue 6%, PTHR1 ag inactive, GLP1R inv ag -3%, aSyn yeast inh 2%, FUS yeast rescue 16%, Abeta yeast res 17%, Mm-Cpn inhibitor 0% and GLP1R cytotox 4%.
COc1ccccc1S(=O)(=O)Cc1ccc(C(=O)NCCN2CCCC2)o1 was read as Akt phos inh inactive, TDP43 rescue 3%, PTHR1 ag inactive, GLP1R inv ag 2%, aSyn yeast inh -8%, FUS yeast rescue 14%, Abeta yeast res 12%, Mm-Cpn inhibitor -1% and GLP1R cytotox -14%.
For Cc1ccc(S(=O)(=O)N2CCN(C(=O)Cc3sc(C)nc3-c3ccc(F)cc3)CC2)c(C)c1 the results were Akt phos inh inactive, TDP43 rescue 35µM*, PTHR1 ag -2%, GLP1R inv ag inconclusive, aSyn yeast inh 3%, FUS yeast rescue 24%, Abeta yeast res -5%, Mm-Cpn inhibitor -3% and GLP1R cytotox -16%.
For COc1ccc(OC)c(NC(=O)COC(=O)CC2CCCCC2)c1 the results were Akt phos inh inactive, TDP43 rescue inconclusive, PTHR1 ag inactive, GLP1R inv ag -22%, aSyn yeast inh -4%, Abeta yeast res 0%, Mm-Cpn inhibitor 0% and GLP1R cytotox -20%.
Screening CC1CN(C(=O)c2cccs2)CCN1C(=O)c1cccs1 (configuration not stated) returned Akt phos inh inactive, TDP43 rescue 1%, PTHR1 ag -21%[57.5 µM], GLP1R inv ag 3%, aSyn yeast inh 0%, FUS yeast rescue 6%, Abeta yeast res 4%, Mm-Cpn inhibitor 0% and GLP1R cytotox -18%.
`CCCN1C/C(=C/c2cccc([N+](=O)[O-])c2)C(=O)/C(=C/c2cccc([N+](=O)[O-])c2)C1` gave Akt phos inh inactive, TDP43 rescue 19%, PTHR1 ag -18%, GLP1R inv ag inconclusive, aSyn yeast inh 10%, FUS yeast rescue inconclusive, Abeta yeast res -10%, Mm-Cpn inhibitor 0% and GLP1R cytotox -3%.
Cc1ccc(C)c(NC(=O)C2=CCN(S(=O)(=O)c3ccc(F)cc3)CC2)c1 was read as Akt phos inh inactive, TDP43 rescue 23%, PTHR1 ag inactive, GLP1R inv ag 6%, aSyn yeast inh 1%, FUS yeast rescue -16%, Abeta yeast res -5%, Mm-Cpn inhibitor 0% and GLP1R cytotox -2%.
COc1ccccc1C1C=C(c2ccc(C)cc2)Nc2nnnn21 (configuration not stated) was read as Akt phos inh inactive, TDP43 rescue 1%, PTHR1 ag -29%[57.5 µM], GLP1R inv ag -6%, aSyn yeast inh 10%, FUS yeast rescue 11%, Abeta yeast res 12%, Mm-Cpn inhibitor -1% and GLP1R cytotox 384%[activator].
CCc1ccc(C(=O)CSc2nc3cc(S(=O)(=O)N4CCOCC4)ccc3n2CC)cc1 was read as Akt phos inh inactive, TDP43 rescue 0%, PTHR1 ag inactive, GLP1R inv ag 21%, aSyn yeast inh 10%, Abeta yeast res 8%, Mm-Cpn inhibitor -20% and GLP1R cytotox -10%.
`CCOC(=O)C1=C(N)n2c(s/c(=C\c3ccncc3)c2=O)=C(C(=O)OCC)C1c1ccncc1` (configuration not stated) gave Akt phos inh inactive, TDP43 rescue 3%, PTHR1 ag -11%, GLP1R inv ag 5%, aSyn yeast inh 0%, FUS yeast rescue 9%, Abeta yeast res 1%, Mm-Cpn inhibitor 1% and GLP1R cytotox -8%.
`O=c1c(-c2ccc(O)cc2)coc2cc(OC3OC(CO)C(O)C(O)C3O)cc(O)c12` (configuration not stated) gave Akt phos inh inactive, TDP43 rescue inconclusive, PTHR1 ag inactive, GLP1R inv ag -11%, aSyn yeast inh 2%, FUS yeast rescue -9%, Abeta yeast res -8%, Mm-Cpn inhibitor 1% and GLP1R cytotox -18%.
CCCCNC(=O)c1c(CSc2ccccc2)noc1C(=O)NCc1ccccc1 was read as Akt phos inh inactive, TDP43 rescue -4%, PTHR1 ag -21%, GLP1R inv ag 10µM*, aSyn yeast inh 0%, FUS yeast rescue -13%, Abeta yeast res 8%, Mm-Cpn inhibitor 1% and GLP1R cytotox -33%.
CCc1nc2nc(C)c(NS(=O)(=O)c3ccc(Cl)s3)c(=O)n2[nH]1 was read as Akt phos inh inactive, TDP43 rescue 2%, PTHR1 ag inactive, GLP1R inv ag 11%, aSyn yeast inh 1%, FUS yeast rescue -25%, Abeta yeast res 0%, Mm-Cpn inhibitor -2% and GLP1R cytotox 3%.
For CCN(CC(=O)Nc1ccc(NC(C)=O)cc1)C(=O)c1cccnc1Sc1ccc(C)c(C)c1 the results were Akt phos inh inactive, TDP43 rescue 5%, PTHR1 ag inactive, GLP1R inv ag 110%[activator], aSyn yeast inh 5%, FUS yeast rescue 4%, Abeta yeast res 3%, Mm-Cpn inhibitor -3% and GLP1R cytotox 13%.
CC1CCCCN1C(C(=O)O)c1ccccc1 (configuration not stated) was read as Akt phos inh inactive, TDP43 rescue 6%, PTHR1 ag -2%, GLP1R inv ag 6%, aSyn yeast inh -2%, FUS yeast rescue -33%, Abeta yeast res 3%, Mm-Cpn inhibitor 2% and GLP1R cytotox -5%.
`CCCOc1ccc(NC(=O)C2CCCNC2=O)cc1` (configuration not stated) gave Akt phos inh inactive, TDP43 rescue 20%, PTHR1 ag 0%[57.5 µM], GLP1R inv ag 5%, aSyn yeast inh 0%, FUS yeast rescue 3%, Abeta yeast res 4%, Mm-Cpn inhibitor 0% and GLP1R cytotox -10%.
For O=S(=O)(NCCOC12CC3CC(CC(C3)C1)C2)c1cccc2nsnc12 the results were Akt phos inh inactive, TDP43 rescue 9%, PTHR1 ag -5%, GLP1R inv ag inconclusive, aSyn yeast inh 9%, FUS yeast rescue 10%, Abeta yeast res -16%, Mm-Cpn inhibitor -1% and GLP1R cytotox 71%.
For CSc1ncc(C(=O)Nc2cccc(C)c2C)c(-c2ccccc2)n1 the results were TDP43 rescue 1%, PTHR1 ag -10%, GLP1R inv ag 1%, FUS yeast rescue -17%, Abeta yeast res -21% and GLP1R cytotox 1%.
Screening CCc1nc2ccc(C(=O)Nc3cccc(C(C)=O)c3)cc2nc1CC returned Akt phos inh inactive, TDP43 rescue inconclusive, PTHR1 ag inactive, GLP1R inv ag 16%, aSyn yeast inh 6%, FUS yeast rescue 14%, Abeta yeast res -9%, Mm-Cpn inhibitor -1% and GLP1R cytotox -15%.
Cc1cccc(NC(=O)CN2C(=O)c3ccccc3S2(=O)=O)n1 was read as Akt phos inh inactive, TDP43 rescue -10%, PTHR1 ag inactive, GLP1R inv ag -9%, aSyn yeast inh 0%, FUS yeast rescue -7%, Abeta yeast res -12%, Mm-Cpn inhibitor 0% and GLP1R cytotox 0%.
`CN1CCN(C(=O)c2ccc(CNS(=O)(=O)c3cccc(Cl)c3)cc2)CC1` gave Akt phos inh inactive, TDP43 rescue 0%, PTHR1 ag -8%, GLP1R inv ag inconclusive, aSyn yeast inh 2%, Abeta yeast res -6%, Mm-Cpn inhibitor 2% and GLP1R cytotox -5%.
